NCI-60 one-dose screen, 48 h, at 10 µM unless noted. Numbers give growth in % (100 = growth as untreated, 0 = no growth, -100 = all killed).
TK-10: TK-10 renal cancer cells; AID 1794769; hit rate 3.9% among 81,000
786-0: 786-0 renal cancer cells. hit rate 5.1% among 81,000
UO-31: UO-31 renal cancer; hit rate 5.2% among 81,000; AID 1794768
ACHN: ACHN renal cancer | hit rate 4.9% among 81,000
RXF 393: RXF 393 renal cancer cells | hit rate 6.9% among 77,000
A498: A498 renal cancer cells; hit rate 5.4% among 76,000; AID 1794774
CAKI-1: CAKI-1 renal cancer. hit rate 4.7% among 75,000
SN12C: SN12C renal cancer cells. hit rate 3.8% among 81,000
* hit, by the source's call; . = no result given; & = joins results of further samples; ! = not confirmed by another sample; [ ] = remark or other dose. The calls were made as follows: active = growth percent below 10; inactive = the rest. Compounds were not picked by outcome. Share with any hit: about 10%.

compound,SN12C,786-0,TK-10,ACHN,UO-31,RXF 393,CAKI-1,A498
Nc1nc2ccccc2c2c(=O)c3cccc(Cl)c3sc12,82,96,84,87,75,106,79,122
CC(C)CC(NS(=O)(=O)c1ccc(C(=O)Cc2ccccc2C(=O)O)cc1)C(=O)O (configuration not stated),100,103,140,100,82,116,87,126
Nc1ccc(/C=C/c2ccc([N+](=O)[O-])cc2S(=O)(=O)O)c(S(=O)(=O)O)c1,110,104,110,103,92,101,96,89
Oc1ccc(/C=C2\CCCCc3cc4ccc(O)cc4[o+]c32)c(O)c1,98,99,108,107,72,.,101,116
C=CCn1c(SCC(=O)Nc2ccc(C(=O)/C=C/c3ccc(Cl)cc3)cc2)nnc1-c1cc(-c2ccc(Cl)cc2)nc2ccccc12,96,97,110,99,53,94,57,115
CN(C(=O)Nc1ccccc1)c1ccc(O)cc1,96,100,101,110,94,108,112,.
Clc1ccc2c(NCCCn3ccnc3)c3oc4ccc(Cl)cc4c3nc2c1,79,42,.,44,44,55,61,46
O=S(=O)(OCCOS(=O)(=O)c1ccccc1)c1ccccc1,97,93,102,105,83,96,90,.
CC(C)CNCC(=O)Nc1ccc(C(=O)OCC(C)C)cc1,101,101,91,107,91,116,.,97
O=C(CC1(O)C(=O)Nc2c(Cl)ccc(Cl)c21)c1ccc(Cl)cc1 (configuration not stated),97,95,120,101,81,108,94,109
O=C1Nc2ccccc2C12NN=C1Oc3ccccc3C12 (configuration not stated),96,102,116,95,72,109,100,115
O=C(Nc1cc(C(F)(F)F)cc(C(F)(F)F)c1)Nc1ccccc1B(F)F,89,101,96,83,75,99,71,90
CN(C)c1cccc2c(S(=O)(=O)N[C@H]3CC[C@H]4[C@@H]5CCc6cc(O)ccc6[C@H]5CC[C@]34C)cccc12,25,35,51,31,11,11,15,49
Cc1ccc2c(n1)C[C@H](C#N)CC[C@@H]2C,92,97,90,102,89,114,98,108
O=c1onc(-c2cc3ccccc3nc2Cl)n1-c1cccc(Cl)c1,.,82,115,83,76,83,66,108
COc1ccc(Cl)c(C(C)=O)c1,122,106,115,102,83,106,116,102
Cc1c(C(=O)/C=C/c2cc3ccccc3n3nnnc23)nnn1-c1ccc([N+](=O)[O-])cc1,98,99,99,101,82,102,84,.
CCOC(=O)c1cnn2c(-c3ccccc3O)nc(NCc3ccccc3)nc12,64,62,91,45,54,83,.,73
O=S(=O)(Oc1ccccc1-c1ccccc1)c1ccccc1,101,102,93,108,70,99,.,85
CCOC(=O)c1csc(NC(=O)c2ccc(N3CCN(C(c4ccccc4)c4ccccc4)CC3)c([N+](=O)[O-])c2)n1,84,97,110,83,60,112,73,96

Structural class, the compounds so far containing four or more nitrogen atoms (five)
compound,SN12C,786-0,TK-10,ACHN,UO-31,RXF 393,CAKI-1,A498
C=CCn1c(SCC(=O)Nc2ccc(C(=O)/C=C/c3ccc(Cl)cc3)cc2)nnc1-c1cc(-c2ccc(Cl)cc2)nc2ccccc12,96,97,110,99,53,94,57,115
Clc1ccc2c(NCCCn3ccnc3)c3oc4ccc(Cl)cc4c3nc2c1,79,42,.,44,44,55,61,46
Cc1c(C(=O)/C=C/c2cc3ccccc3n3nnnc23)nnn1-c1ccc([N+](=O)[O-])cc1,98,99,99,101,82,102,84,.
CCOC(=O)c1cnn2c(-c3ccccc3O)nc(NCc3ccccc3)nc12,64,62,91,45,54,83,.,73
CCOC(=O)c1csc(NC(=O)c2ccc(N3CCN(C(c4ccccc4)c4ccccc4)CC3)c([N+](=O)[O-])c2)n1,84,97,110,83,60,112,73,96

Carrying on.
compound,SN12C,786-0,TK-10,ACHN,UO-31,RXF 393,CAKI-1,A498
CCS(=O)(=O)C(Br)CBr (configuration not stated),97,96,105,106,80,.,91,115
O=C(O)c1ccc2c(c1Nc1ccc(-c3ccc(Nc4c(C(=O)O)ccc5c4C(=O)c4ccccc4C5=O)cc3)cc1)C(=O)c1ccccc1C2=O,106,101,109,100,67,97,89,100
O=c1[nH]c(=S)[nH]c(=O)n1Cc1ccc(F)cc1,100,102,108,102,85,115,97,83
CCCC(=O)Oc1nc2[nH]c(=O)sc2c(C)c1CCC,99&102,104&105,101&94,107&99,90&83,110&92,87&96,87&97
Cc1c(-c2ccc(Br)cc2)c(=O)oc2cc(O)ccc12,85,33,108,96,65,90,.,107
S=C(Nc1ccccc1)c1ccccn1,86,97,109,94,57,128,.,91
O=C(Nc1ccccc1O)c1ccc(CNC(=O)c2sccc2Nc2ccnc(C(F)(F)F)c2)cc1,58,60,4.5*,49,27,48,35,6.3*
CC(=O)OCC1O[C@@H](O[C@@H]2O[C@H](CO[Si](C)(C)C(C)(C)C)[C@H]3CCCC[C@@H]23)[C@@H](OC(C)=O)C(OC(C)=O)[C@@H]1OC(C)=O (some centres not stated),100,90,95,104,93,113,95,.
Nc1ncnc2c1N=C(c1ccc(Cl)cc1)CC(c1ccc3c(c1)OCO3)N2 (configuration not stated),97,92,111,88,80,81,84,99
Cc1cccc(NS(=O)(=O)N2CCCCC2)c1,104,104,97,110,98,100,101,96
Cc1ccc2cnc(N)c(C#Cc3cc(C(=O)Nc4ccc(CN5CCN(C)CC5)c(C(F)(F)F)c4)cnc3C)c2c1,2.6*,-83*,40,-100*,-82*,-91*,-36*,-76*
CCCNc1nc2ccccc2c2c1S(=O)(=O)c1ccc(Cl)cc1C2=O,-1.4*,14,17,11,11,12,18,31
NC(=O)C(CSSCC(NC(=O)OCc1ccccc1)C(N)=O)NC(=O)OCc1ccccc1 (configuration not stated),111,109,116,100,91,119,86,107
COc1cc(Nc2nccc(-c3ccc(N4CCN[C@@H](C)C4)nc3)n2)cc(OC)c1OC,55,53,56,26,25,44,19,54
CC1(C)OC2C(CO)OC(n3cnc4c(=S)nc[nH]c43)C2O1 (configuration not stated),94,107,108,99,93,120,107,98
N#CCCCCCCCCCC#N,107,102,98,102,92,108,108,104
COc1c(C(=O)Nc2ccc(C)c(Br)c2)ccc2ccccc12,97,97,103,104,85,81,72,91
CC(N)(Cc1ccccc1)C(=O)O (configuration not stated),111,.,107,105,88,82,92,109
Cc1cc(O)c2c(c1)C[C@H]1[C@@H]3CC[C@H]4CC(=O)CC[C@]4(C)[C@H]3CC(=O)[C@]21C,81,88,93,95,113,94,84,103
COc1ccc(/C=C/C(=O)c2ccc(OC)c(S(N)(=O)=O)c2)c(C(F)(F)F)c1,8.2*,-82*,78,9.8*,26,16,25,195

Continuation.
compound,SN12C,786-0,TK-10,ACHN,UO-31,RXF 393,CAKI-1,A498
CNCC[C@@H](Oc1ccccc1)c1ccccc1,98,100,103,103,84,117,95,129
O=c1oc2ccc(I)cc2c(=O)n1-c1ccc(Cl)cc1F,2.2*,8.9*,10,3.6*,2.5*,5.0*,-17*,-68*
COC(=O)[C@]1(C)CCC[C@]2(C)c3ccc(C(C)C)cc3C(=O)[C@@H](Br)[C@@H]12,96,95,102,93,69,74,89,109
O=C1OCC/C1=C\c1ccc([N+](=O)[O-])cc1,112,106,105,107,83,108,97,112
O=C1CCC(C(=O)N/N=C/c2ccc([N+](=O)[O-])cc2)N1 (configuration not stated),103,96,93,101,83,111,93,106
O=C(CCCC(=O)Nc1ccc(NC(=O)Nc2ccc(Cl)c(C(F)(F)F)c2)cc1)NOCc1ccccc1,98,78,84,88,68,70,100,92
O=C(/C(=C(/c1cccc([N+](=O)[O-])c1)N1CCOCC1)N1CCOCC1)c1ccccc1,110,101,.,106,80,117,95,103
C#Cc1cccc(NC(=O)C2CCCN(C(=O)C=C)C2)c1 (configuration not stated),87[8.25 µM],102[8.25 µM],98[8.25 µM],104[8.25 µM],82[8.25 µM],91[8.25 µM],82[8.25 µM],92[8.25 µM]
C[C@H](CCC(=O)NCc1ccc(C(=O)Nc2ccccc2N)cc1)[C@H]1CC[C@H]2[C@@H]3[C@@H](O)C[C@@H]4C[C@H](O)CC[C@]4(C)[C@H]3CC[C@]12C,69,71,55,93,57,55,58,60
CC(=O)OC1COC(OC(C)=O)CO1 (configuration not stated),97,111,105,101,87,115,91,.
O=C(O)/C=C/C(=O)NCc1ccco1,100,92,110,108,93,100,79,103
COc1ccc(-n2ncn(CCn3cnn(-c4ccc(OC)cc4)c3=O)c2=O)cc1,106,103,108,87,77,91,91,98
Nc1ccc(I)cc1,94,102,97,59,75,105,89,90
CC1(c2ccccc2)CCC(=O)NC1 (configuration not stated),101,110,103,106,93,114,95,97
CCN(CC)c1cc(C(C)(C)C)cc(C(C)(C)C)c1,113,113,105,109,91,128,93,99
CN(C)c1nc(-c2cccs2)n2nc(-c3cccs3)cc2n1,93,114,124,91,81,96,84,91
Cc1noc(C)c1C(=O)Nc1nc(-c2ccccc2)cs1,97,96,104,99,75,109,89,94
O=C(NC1(N2CCOCC2)CC1)c1ccc(Cl)cc1,102,98,109,104,76,102,97,107
Nc1ccccc1Cn1c(=O)[nH]c2cnc(Nc3ccc(OCCN4CCOCC4)cc3)nc21,99,93,96,101,74,99,84,75
Fc1ccc(-c2cc(C(Cl)Cl)no2)cc1,98,110,131,102,79,103,85,99

Single records, from the list above. Order of screens: SN12C	786-0	TK-10	ACHN	UO-31	RXF 393	CAKI-1	A498
O=C(/C(=C(/c1cccc([N+](=O)[O-])c1)N1CCOCC1)N1CCOCC1)c1ccccc1 is listed with 110	101	.	106	80	117	95	103
C[C@H](CCC(=O)NCc1ccc(C(=O)Nc2ccccc2N)cc1)[C@H]1CC[C@H]2[C@@H]3[C@@H](O)C[C@@H]4C[C@H](O)CC[C@]4(C)[C@H]3CC[C@]12C is listed with 69	71	55	93	57	55	58	60

Further structures
compound,SN12C,786-0,TK-10,ACHN,UO-31,RXF 393,CAKI-1,A498
CC(O)(c1ccccc1)C(C)(O)c1ccccc1 (configuration not stated),101,100,109,105,111,112,.,100
Oc1c(-c2nnc(SCc3ccccc3)o2)sc2nnc(-c3ccccc3)c(-c3ccccc3)c12,90,105,99,104,93,114,.,.
C(#CC1=CCCCC1)C1=CCCCC1,103,108,113,107,75,107,101,108
O=C(Nc1ccc(Cl)cc1)N1CCN(C(c2ccc(F)cc2)c2ccc(F)cc2)CC1,87,85,88,76,46,80,62,78
CC(=O)n1cc(/C=C2\N=C(c3ccccc3)N(c3ccc(S(=O)(=O)Nc4nccs4)cc3)C2=O)c2ccccc21,93,87,89,.,91,101,.,78
O=[N+]([O-])c1ccccc1S(=O)(=O)n1ccc2nc(Cl)nc(Cl)c21,94,104,117,99,89,100,93,124
CN1CCN(C(=O)[C@]2(C)CC[C@]3(C)CC[C@]4(C)C(=C3C2)C=C[C@@H]2[C@@]3(C)CCCNC(C)(C)[C@@H]3CC[C@]24C)CC1,101,91,102,100,82,93,86,103
CC(=O)Nc1cccc(S(N)(=O)=O)c1C,99,111,115,99,99,.,91,217
Cc1ccc(C(=O)c2ccc(CC(=O)NN3C(=O)C=CC3=O)n2C)cc1,91,101,105,95,75,101,85,90
COc1ccc(/C=C2\C=C(c3nc4ccccc4s3)N(Cc3ccccc3)C2=O)cc1,94,108,119,93,75,103,80,107
c1ccc(-c2nn(-c3ccccc3)cc2-c2nc3ccccc3[nH]2)cc1,96,103,116,97,77,87,93,.
NC(N)=N/N=C(\C(=N\N=C(N)N)c1ccccc1)c1ccccc1,106,103,107,92,92,.,99,73
Cn1ccc(=O)[nH]c1=O,104,99,93,101,85,131,99,105
C[C@]12C=CC(=O)C=C1[C@@H](F)C[C@@H]1[C@@H]2[C@@H](O)C[C@@]2(C)[C@H]1CC[C@]2(O)C(=O)CO,70,108,107,99,79,126,89,.
CC1(C)C(=O)/C(=C\c2ccco2)C[C@]2(C)[C@H]3C(=O)C=C4[C@@H]5C[C@@](C)(C(N)=O)CC[C@]5(C)CC[C@@]4(C)[C@]3(C)CC[C@@H]12,93,102,104,103,69,119,91,103
Fc1ccc(-c2cn3ccnc3c(-c3ccc4ncn(C5CCCCC5)c4c3)n2)cc1,96,89,123,91,62,76,.,108
N#CC1c2ccccc2C=CN1C(=O)c1ccccc1 (configuration not stated),94&100,102&107,115&109,90&95,98&79,118&136,-6.5*!,148&99
CC(C)(C)NC[C@@H](O)COc1nsnc1N1CCOCC1,90,99,109,103,87,124,105,121
COc1ccc(C(=O)CN2C(=O)NC(c3ccccc3)(c3ccccc3)C2=O)cc1,101,109,117,104,71,105,94,70
COc1cc(C=C2C(=O)NC(=O)NC2=O)cc(CN2CCCCC2)c1O,97,105,108,101,89,114,95,92

(listing goes on)
compound,SN12C,786-0,TK-10,ACHN,UO-31,RXF 393,CAKI-1,A498
CC(/C=N/NC(=O)c1cnccn1)=N/NC(=O)c1cnccn1,92,111,129,103,63,119,96,115
CC(C)(O)CNC(=O)c1cccc([N+](=O)[O-])c1,106,102,86,110,89,111,94,93
O=C(c1ccc2nc(NS(=O)(=O)c3ccc4ccccc4c3)sc2c1)N1CCN(/C=C/c2ccccc2)CC1,95,107,98,102,76,106,92,96
O=C1CCC23C=CC(O2)C2(Nc4ccccc4NC2=O)c2cc(Cl)ccc2N13 (configuration not stated),104,102,112,100,73,117,.,121
COc1ccc2c(c1OC)OCC2C (configuration not stated),101,97,106,102,78,95,71,94
Cc1cnc(CSc2nc(-c3ccc(F)cc3)cn2-c2ccc(Cl)cc2)c(C)c1,101,90,98,95,67,102,90,90
O=C(N/N=C\c1ccc([N+](=O)[O-])cc1)C(=O)N/N=C\c1ccc([N+](=O)[O-])cc1,84,100,102,95,65,124,93,99
Fc1ccc(Oc2ccc(F)cc2)cc1,98,99,91,103,94,103,93,92
COc1ccc2cc(C(C)NC(=O)Nc3ccc(S(=O)(=O)Nc4nccs4)cc3)ccc2c1 (configuration not stated),113,76,110,100,94,71,84,115
COC(=O)[C@@H](Cc1c[nH]c2ccccc12)NC(=O)[C@H](Cc1ccccc1)NCc1cccc(O)c1,89,103,104,104,70,101,91,79
C/C=N/c1ncnc2c1N=C(c1ccc3c(c1)OCO3)CC(c1ccc([N+](=O)[O-])cc1)N2C(C)=O (configuration not stated),93,96,115,93,77,100,81,89

High-throughput results from PubChem BioAssay.
